Source: PubChem BioAssay (Fisher Drug Discovery Resource Center)
mcGAS inh: blocks mouse cGAS activity. Q8C6L5. recombinant cGAS, Kinase-Glo ATP depletion luminescence. inhibition, % at 12.5 µM. 160,000 compounds, 0.15% hits;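 also: 0% = negative control wells and 100% = reference inhibitor with no enzyme activity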
NPYLR7 agonist: mosquito NPYLR7 agonism; HEK293T NPYLR7/Galpha15, GCaMP6s calcium fluorescence; activation, % at 10 µM; 270,000 compounds, 0.15% hits; AID 1259423; in the data active = activation above about 40%;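 also: 0% = vehicle and 100% = reference agonist at the receptor; some compounds past the cut are filed as inactive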
hcGAS lum: blocks human cGAS activity | Q8N884 | recombinant h-cGAS, ATP depletion, Kinase-Glo luminescence | inhibition, % at 12.5 µM | 290,000 compounds, 0.081% hits;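 also: 0% = vehicle reaction and 100% = reaction without DNA for no activity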
Target sequence (Q8N884 whole entry, looked up): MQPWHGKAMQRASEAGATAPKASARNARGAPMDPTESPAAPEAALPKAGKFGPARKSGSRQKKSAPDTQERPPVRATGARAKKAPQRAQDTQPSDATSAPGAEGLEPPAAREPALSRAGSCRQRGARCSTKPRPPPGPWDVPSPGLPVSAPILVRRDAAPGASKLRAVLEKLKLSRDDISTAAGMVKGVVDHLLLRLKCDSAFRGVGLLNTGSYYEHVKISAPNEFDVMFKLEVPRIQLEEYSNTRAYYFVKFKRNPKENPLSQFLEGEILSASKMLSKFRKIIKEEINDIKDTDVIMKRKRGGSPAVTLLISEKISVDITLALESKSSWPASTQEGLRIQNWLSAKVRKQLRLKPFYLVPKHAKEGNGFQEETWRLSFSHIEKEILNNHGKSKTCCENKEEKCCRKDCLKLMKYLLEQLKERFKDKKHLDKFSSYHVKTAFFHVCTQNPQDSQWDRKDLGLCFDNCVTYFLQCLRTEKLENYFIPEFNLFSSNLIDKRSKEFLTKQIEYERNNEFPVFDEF
* hit, by the source's call; & = joins results of further samples. Rule as the data show it, unless noted: active = inhibition above about 40%; inactive = the rest.

How did COc1ccc(NC(=O)c2cccc(-c3ccc4c(c3)C(=O)CC3(CCN(C(C)C)CC3)O4)c2)cn1 do in these assays?
NPYLR7 agonist: -2.8; hcGAS lum: 1.3

How did CCOc1cc(C(OC(C)=O)OC(C)=O)ccc1OC(C)=O do in these assays?
NPYLR7 agonist: 3.7; hcGAS lum: -2.7

Results for CCCC(=O)NCCc1c2n(c3ccc(OC)cc13)CCCc1ccccc1-2 ?
mcGAS inh: -3.9; NPYLR7 agonist: 4.1; hcGAS lum: -8.6

How did CC(=O)Oc1ccc(Cn2c(C)c(C(=O)NCc3ccc(C(C)C)cc3)sc2=O)cc1 do in these assays?
NPYLR7 agonist: -6.9; hcGAS lum: -0.8

Results for COCCNc1c2c(nc3c(-c4ccccc4)c(C)nn13)CCCC2 ?
mcGAS inh: 0.7; NPYLR7 agonist: 2.3&2.8; hcGAS lum: -7.3&3.6

What do the screens show for `Cc1ccc(S(=O)(=O)N2CCCC2NC(=O)NNC(=O)c2ccncc2)cc1` (stereo not given)?
mcGAS inh: -0.8; NPYLR7 agonist: -0.5; hcGAS lum: 1.3

Results for Cc1ccsc1CNc1ccccc1C(=O)N1CC=CC1C(C)C (stereo not given) ?
mcGAS inh: -14.9; NPYLR7 agonist: -3.2; hcGAS lum: -5.0

What do the screens show for `CCOC(=O)CCCC(=O)N1CCN(c2c(CCC(=O)OCC)c(C)nc3ncnn23)CC1`?
mcGAS inh: -6.8; hcGAS lum: -4.0

Results for CCCC(C#N)(CCC)NC(=O)c1cnc(-c2ncccn2)s1 ?
mcGAS inh: -0.1; NPYLR7 agonist: 0.8; hcGAS lum: 4.5

Results for O=C(c1cc(C2CC2)[nH]n1)N1CCC(C(O)c2cccs2)CC1 (stereo not given) ?
NPYLR7 agonist: 2.4; hcGAS lum: 2.3

How did COc1ccc(CN2CCC(CNC(=O)C3(N)CCC3)C2)c(C)c1 (stereo not given) do in these assays?
mcGAS inh: -8.8; NPYLR7 agonist: -1.3; hcGAS lum: 4.2

How did N#Cc1nc(N2CCCC2)nc(N2CCCC2)n1 do in these assays?
NPYLR7 agonist: 0.8; hcGAS lum: -5.8

How did CCC(Oc1cccc(C(=O)OC)c1)C(=O)Nc1cc(C)on1 (stereo not given) do in these assays?
mcGAS inh: -4.0; NPYLR7 agonist: 12.0; hcGAS lum: -21.4

Results for O=C(Nc1cccc(Cl)c1)C1CC=CCC1C(=O)N1CCc2c([nH]c3ccccc23)C1 (stereo not given) ?
mcGAS inh: -2.4; NPYLR7 agonist: -13.5; hcGAS lum: -6.4

What do the screens show for `COc1ccc(OC)c(-c2cccc(-c3cccc(NC(=O)c4cc5ccccc5s4)c3)n2)c1`?
mcGAS inh: -7.6; NPYLR7 agonist: -2.5; hcGAS lum: -7.6

Results for CCCS(=O)(=O)N1CCCC1C(=O)NNC(=O)c1ccc2ccccc2n1 (stereo not given) ?
NPYLR7 agonist: 4.8; hcGAS lum: -1.9

Results for CCCCN(Cc1ccccc1F)C(=O)c1ccc(=O)[nH]c1 ?
mcGAS inh: -10.4; NPYLR7 agonist: 1.4; hcGAS lum: -6.1

How did CCOC(=O)c1ccc2nc(NC(=O)/C=C/c3ccc([N+](=O)[O-])cc3)sc2c1 do in these assays?
NPYLR7 agonist: 5.3; hcGAS lum: -2.3

How did CC(=O)CCC1c2coc3c4c(cc(c23)OC1(C)CCC=C(C)C)C(=O)N(C(CCC(=O)O)C(=O)O)C4 (stereo not given) do in these assays?
mcGAS inh: -6.4; NPYLR7 agonist: -4.1; hcGAS lum: -7.5

Results for COC(=O)c1c(NC(=O)CCl)sc(C)c1C ?
mcGAS inh: 4.1; NPYLR7 agonist: -3.6; hcGAS lum: -3.3

Results for CCC(C(=O)N(CCCOC)Cc1c(C)nn(-c2ccccc2)c1N1CCN(CC)CC1)c1ccccc1 (stereo not given) ?
mcGAS inh: -4.7; NPYLR7 agonist: 0.0; hcGAS lum: -7.9

How did Cc1noc(C)c1CS(=O)(=O)c1n[nH]c(C2CC2)n1 do in these assays?
NPYLR7 agonist: 2.2; hcGAS lum: -8.8

How did COCCCN(Cc1cccn1Cc1cccc(C(F)(F)F)c1)C(=O)Nc1ccc(Cl)cc1Cl do in these assays?
mcGAS inh: -5.5; hcGAS lum: -9.9

How did N#Cc1ccccc1COC1C[C@](OCc2cccc(Cl)c2)(C(=O)NCc2ccco2)C[C@@H](O)[C@H]1O (stereo not given in full) do in these assays?
mcGAS inh: -4.9; NPYLR7 agonist: 6.2; hcGAS lum: 1.0

Results for CCOC(=O)C1CCN(CC(=O)N2N=C(c3ccccc3Cl)CC2c2ccccc2OC)CC1 (stereo not given) ?
mcGAS inh: -4.3; NPYLR7 agonist: -2.3; hcGAS lum: -3.2

Results for CCOCCOC1CCCN(C(=O)c2ccccc2F)C1 (stereo not given) ?
mcGAS inh: -5.9; NPYLR7 agonist: -8.5; hcGAS lum: -5.2

Results for O=C(CCN1CCC(c2nnc3ccccn23)CC1)NC1CCCCCC1 ?
NPYLR7 agonist: 6.0; hcGAS lum: -4.6

Results for Cc1ccc(CN(Cc2ccc(F)cc2)C(=O)CNC(C)(C)C)s1 ?
mcGAS inh: -7.5; NPYLR7 agonist: -7.5; hcGAS lum: -9.0

What do the screens show for `CC1CC2CCCCC2N1C(=O)Nc1nc(C2CC2)cs1` (stereo not given)?
NPYLR7 agonist: 2.5; hcGAS lum: -1.1

What do the screens show for `COc1ccccc1-c1nn(CN2CCN(CCOc3ccc(Cl)cc3)CC2)c(=S)n1C`?
mcGAS inh: -9.6; NPYLR7 agonist: 7.3; hcGAS lum: -3.8

What do the screens show for `CNC(=O)CN(C(=O)COC)[C@@H]1C[C@@H]2CO[C@H](C(C)C)C[C@@H]2C1`?
mcGAS inh: -6.9; NPYLR7 agonist: 17.4; hcGAS lum: -4.2

What do the screens show for `COc1ccc(CN2CCc3c([nH]c4ccccc34)C2c2cnn(C(C)C)c2)c(F)c1` (stereo not given)?
mcGAS inh: -14.3; NPYLR7 agonist: 7.5; hcGAS lum: 1.6

How did O=C(c1ccc(-n2cccn2)cc1)N(Cc1cccc(OCC2CCOC2)c1)Cc1ccccn1 (stereo not given) do in these assays?
NPYLR7 agonist: 5.1; hcGAS lum: -6.8

How did COC(=O)C1=C(C)NC(=S)NC1/C=C/c1ccccc1 (stereo not given) do in these assays?
mcGAS inh: -3.9; NPYLR7 agonist: -1.2; hcGAS lum: -5.1

How did CCC(C)N(Cc1ccc(OS(=O)(=O)CC)cc1)C(=O)c1ccc(Cl)c(Cl)c1 (stereo not given) do in these assays?
mcGAS inh: 0.1; NPYLR7 agonist: 3.2; hcGAS lum: 3.2

What do the screens show for `Cc1cccc(N2CCN(C(=O)c3c(-c4ccccc4)noc3C)CC2)c1C`?
NPYLR7 agonist: -2.4; hcGAS lum: -5.6

How did Cc1ccc(S(=O)(=O)NCCNc2nc(-c3ccccc3)nc3cc(Cl)ccc23)cc1 do in these assays?
mcGAS inh: -7.7; NPYLR7 agonist: 15.4; hcGAS lum: -1.2

What do the screens show for `Cc1nc2cc(NC(=O)Cc3ccccc3)ccc2s1`?
NPYLR7 agonist: -10.1; hcGAS lum: -2.6

Results for CCOc1ccc(NC(=O)Cn2c(-n3nc(C)cc3C)nc(C)c(CC)c2=O)cc1 ?
mcGAS inh: -0.2; NPYLR7 agonist: 6.2; hcGAS lum: 1.7

How did COCCOc1ccccc1C(=O)NC(C)c1cc(F)ccc1F (stereo not given) do in these assays?
NPYLR7 agonist: -1.2; hcGAS lum: -4.8

Results for COc1cc(C2c3c(sc(C(C)=O)c3N)N=C3CCCC(=O)C32)cc(OC)c1OC (stereo not given) ?
NPYLR7 agonist: 17.0; hcGAS lum: -4.7

Results for CCN(CC)CCn1c2c(c(SCC(=O)Nc3ccc(C(=O)OC)cc3)nc1=O)CCC2 ?
mcGAS inh: -8.4; NPYLR7 agonist: -1.0; hcGAS lum: 0.4

What do the screens show for `Cc1cccnc1CN1CCN(Cc2cn(CCC(N)=O)c3ccccc23)CC1`?
mcGAS inh: -14.9; NPYLR7 agonist: 6.7; hcGAS lum: -0.4

What do the screens show for `CC(C)(C)NC(=O)[C@@H]1C[C@@H]2CCCC[C@@H]2CN1Cc1ncccc1C(=O)O`?
mcGAS inh: -11.0; hcGAS lum: -6.2

Results for Cn1nccc1-c1cc(C2(CNCCCN3CCOCC3)CC2)ccn1 ?
mcGAS inh: -7.2; NPYLR7 agonist: -14.2; hcGAS lum: -4.7

Results for CCc1nc2n(n1)C(=O)C(C(c1cccc(C)c1)N1CCC(C(N)=O)CC1)S2 (stereo not given) ?
mcGAS inh: -0.5; NPYLR7 agonist: -2.1; hcGAS lum: 2.5

What do the screens show for `Cc1ccc(CNS(=O)(=O)c2ccc(Cl)cc2Cl)cc1`?
mcGAS inh: -9.6; NPYLR7 agonist: 3.2; hcGAS lum: -1.3

How did CC(C)C(Nc1cnc2cc(F)c(F)cc2n1)C(=O)N1CCOCC1 (stereo not given) do in these assays?
mcGAS inh: -12.8; NPYLR7 agonist: 1.0; hcGAS lum: -7.4

How did CNC(=O)c1ccc(CNCc2ccccc2N2CCN(C(C)=O)CC2)cc1 do in these assays?
NPYLR7 agonist: 4.4; hcGAS lum: -9.1

Results for O=C(CNC(c1ccccc1)c1ccccc1)NC(=O)NC1CCCC1 ?
NPYLR7 agonist: 0.8; hcGAS lum: 2.4

What do the screens show for `COc1ccc(S(=O)(=O)Oc2cccc(CN(Cc3ccco3)C(=O)c3cccs3)c2)cc1`?
mcGAS inh: -7.6; NPYLR7 agonist: 1.3; hcGAS lum: -3.4

Results for COc1cccc(NC(=O)N(CCN2CCCC2)CC(=O)N(CCc2ccc(OC)c(OC)c2)Cc2sccc2C)c1 ?
mcGAS inh: -6.9; NPYLR7 agonist: 10.0; hcGAS lum: -6.9

How did COCCn1ccc2c(nnc3c(-c4ccc(F)cc4)c(COC)nn32)c1=O do in these assays?
NPYLR7 agonist: 19.0; hcGAS lum: -3.7

How did Cc1ccccc1CCC1CCCN(Cc2nnc(-c3cccnc3)o2)C1 (stereo not given) do in these assays?
NPYLR7 agonist: -0.2; hcGAS lum: -8.8

Results for O=C(NCC(=O)N1CCC2(CC1)NCCNC2=O)c1ccccc1 ?
mcGAS inh: -9.9; NPYLR7 agonist: 8.1; hcGAS lum: 0.1

What do the screens show for `O=C(NCc1ccccc1CN1CCCC1=O)c1cnn2cccnc12`?
mcGAS inh: -19.4; NPYLR7 agonist: 2.4; hcGAS lum: -4.2

How did COc1ccc2ccccc2c1C=NN=c1sc2ccccc2n1C do in these assays?
NPYLR7 agonist: 3.1; hcGAS lum: -7.6

Results for COc1ccc(-c2cc(N)n(-c3ccc(C(=O)NCCNc4cccc5ccccc45)cc3)n2)cc1 ?
mcGAS inh: -6.0; NPYLR7 agonist: 4.2; hcGAS lum: -2.4

How did CCC(=O)C1=C(c2ccc([N+](=O)[O-])cc2)N(C(=O)CC)n2cnnc2S1 do in these assays?
NPYLR7 agonist: 2.4; hcGAS lum: -10.4

What do the screens show for `CCCc1[nH]n(-c2ccc(Cl)c(Cl)c2)c(=O)c1C1=C([n+]2cccc(C)c2)C(=O)N(CC2CCCO2)C1=O` (stereo not given)?
mcGAS inh: -8.6; NPYLR7 agonist: 6.9; hcGAS lum: -4.3

How did CNC(=O)CSc1nnc2n1CCN2c1ccccc1 do in these assays?
mcGAS inh: -10.5; NPYLR7 agonist: -0.9; hcGAS lum: -6.2

Results for CC(=O)N1CCC(N2CCOC(CC(c3ccccc3)c3ccccc3)C2)CC1 (stereo not given) ?
NPYLR7 agonist: 11.2; hcGAS lum: -11.3

How did COc1ccc(OCc2cc(C(=O)NCc3ccncc3C)n[nH]2)c(Cl)c1 do in these assays?
NPYLR7 agonist: 19.8; hcGAS lum: -7.3

How did O=C1CCC(C(=O)N2CCC(Cn3ccnc3)CC2)CN1Cc1cccc(C(F)(F)F)c1 (stereo not given) do in these assays?
mcGAS inh: -10.8; NPYLR7 agonist: 3.3; hcGAS lum: -10.6

Results for CCOc1cccc(/C=C2/NC(=S)NC2=O)c1O ?
mcGAS inh: -6.2; NPYLR7 agonist: 3.3; hcGAS lum: -4.3

How did CCOC(=O)c1nn(-c2ccc(C)cc2)c(=O)cc1OS(=O)(=O)c1ccc(C)c(C)c1 do in these assays?
mcGAS inh: -2.7; NPYLR7 agonist: -2.2; hcGAS lum: -7.5

How did O=C1CN(C(=O)c2occc2Br)c2ncccc2N1 do in these assays?
mcGAS inh: -15.8; NPYLR7 agonist: 3.7; hcGAS lum: -6.9

What do the screens show for `Cc1ccc2[nH]c3c(=O)n(CC(=O)NCc4ccco4)cnc3c2c1`?
mcGAS inh: -4.6; hcGAS lum: 0.5

How did Cc1ccc(N(CCC#N)C(=O)c2ccc[nH]2)cc1C do in these assays?
NPYLR7 agonist: -5.7; hcGAS lum: 1.5

How did CCOc1ccc(-c2cc3c(=O)n(CC(=O)NCc4ccc(F)cc4)ccn3n2)cc1 do in these assays?
mcGAS inh: -6.5; NPYLR7 agonist: 8.4; hcGAS lum: -2.1
